# Bioassay records deposited in PubChem BioAssay by several laboratories.
# TbMetRS inhib – Trypanosoma brucei MetRS inhibition; purified T. brucei MetRS, ATP depletion, Kinase-Glo luminescence; inhibition, % at 11.9 µM; actives 0.4% (n = 360,000); AID 624268;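 active = inhibition above a per-plate cutoff of the control wells' mean inhibition plus 3 SD, cut at about 5.5% in these data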;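 also: 0% = DMSO wells median and 100% = median of wells with control inhibitor compound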
#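 assay system = parasite MetRS enzyme | timing = 15 min preincubation, 2 h reaction, all 25 °C | evaluation = percent inhibition relative to median high and low control wells | medium = HEPES buffer containing pyrophosphatase, BSA, spermine, DTT | compound = single dose, 11.9 µM final nominal, 0.9% final DMSO | detection = Kinase-Glo luminescence, ATP depletion format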
# STEP block – STEP (human) phosphatase inhibition. P54829. recombinant STEP, OMFP fluorogenic substrate, fluorescence. inhibition, % at 20 µM. actives 0.25% (n = 360,000);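 active = inhibition at 20 µM, scaled per plate between control wells, above about 37%, limit read from the data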;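 also: 0% = DMSO with enzyme and substrate and 100% = substrate only without enzyme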
#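 System: isolated STEP enzyme; schedule: 20 min enzyme reaction at room temperature, protected from light; medium: Bis-Tris buffer pH 6.0, 2.5 mM DTT, 0.005% Tween 20; signal: fluorescence, 480/540 nm; dosing: single compound dose of 20 µM, 1% DMSO final; also added: OMFP substrate, 25 µM final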
# LMPTP block – blocks human LMPTP phosphatase; actives 0.22% (n = 360,000); inhibition, % at 20 µM; AID 651560; recombinant LMPTP-A, OMFP fluorogenic substrate, fluorescence intensity;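 active = compounds that cut the enzyme signal by at least half of the control window in the single-dose screen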;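 also: plate controls were DMSO wells with enzyme plus substrate for no effect and substrate without enzyme for full effect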
# Target sequence (P24666 whole entry, looked up): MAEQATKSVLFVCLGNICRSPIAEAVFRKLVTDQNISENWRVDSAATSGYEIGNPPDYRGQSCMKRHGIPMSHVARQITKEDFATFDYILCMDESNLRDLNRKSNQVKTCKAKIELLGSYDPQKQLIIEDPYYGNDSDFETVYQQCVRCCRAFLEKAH
#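 test system = LMPTP-A | amount = 0.625 nM LMPTP-A final | reagent = fluorogenic phosphatase substrate OMFP at 400 µM final | incubation = 50 min at room temperature | benchmarks = no-enzyme low control, uninhibited high control | medium = Bis-Tris pH 6.0, DTT, detergent | signal = fluorescence intensity of OMFP turnover product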
# NadD inh – blocks S. aureus nicotinate mononucleotide adenylyltransferase; inhibition, % at 20 µM; purified NadD enzyme, colorimetric absorbance read-out; actives 0.78% (n = 360,000); in the data active = inhibition above about 26%; also: some compounds past the cut are filed as inactive
# MsrA inhibitor – inhibitors of bovine MsrA; purified bovine MsrA, absorbance read-out; inhibition, % at 15.5 µM; actives 0.75% (n = 360,000); in the data active = inhibition above about 4.5%;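 also: 0% = vehicle wells with enzyme and 100% = reference inhibitor wells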
# DNMT1 inh – inhibitors of human DNMT1. P26358. DNMT1 molecular beacon, Hinp1I cleavage, fluorescence. inhibition (reported as % activation of signal), % at 10 µM. actives 0.83% (n = 360,000). AID 588458; in the data active = inhibition above about 50%
# SUMO1-SIM PPI – alters human SUMO1 binding to SIM partners. actives 0.33% (n = 360,000). SUMO1 binding to a labelled peptide, TR-FRET, 1 h. inhibition, % at 20 µM. P63165; in the data active = inhibition above about 37%
# Target sequence (P63165 whole entry, looked up): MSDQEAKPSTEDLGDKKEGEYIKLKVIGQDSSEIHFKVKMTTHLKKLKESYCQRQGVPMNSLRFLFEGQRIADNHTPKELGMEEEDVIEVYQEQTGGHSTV
# Rpn11 inh – blocks the human proteasome subunit Rpn11; O00487; human 26S proteasome, Ub4-pepOG fluorescence polarization; 20S core pre-blocked with epoxomicin; calls only at 20 µM; actives 0.59% (n = 360,000);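 active = inhibition at 20 µM, scaled to each plate's controls, above about 33%, limit read from the data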
# Scp-1 inhibitor – blocks human Scp-1 phosphatase activity | inhibition, % at 20 µM | Recombinant Scp1, phosphopeptide, malachite green phosphate absorbance | actives 0.88% (n = 340,000) | AID 493091 | Q9GZU7;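 active = inhibition above about 50% at 20 µM, limit read from the data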;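 also: plate controls were DMSO wells with enzyme for no effect and wells lacking enzyme for full effect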
# Target sequence (Q9GZU7 76-261 limits assumed): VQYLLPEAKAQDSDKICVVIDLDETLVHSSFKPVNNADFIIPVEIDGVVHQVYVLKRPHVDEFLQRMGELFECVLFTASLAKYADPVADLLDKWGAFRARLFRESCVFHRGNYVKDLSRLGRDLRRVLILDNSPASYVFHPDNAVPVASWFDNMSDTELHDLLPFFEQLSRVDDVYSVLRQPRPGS
#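 System: truncated SCP-1 phosphatase (76-261aa); medium: Tris acetate buffer pH 5.5 with MgCl2 and Tween-20; incubation: 45 min room-temperature reaction, 5 min colour, 30 min stabiliser; compound: single 20 µM dose, 1% DMSO; reagent: Phosphorylated 17-residue peptide substrate; read-out: % inhibition at 20 µM; technique: colorimetric free-phosphate detection, absorbance 630 nm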
# CSN deneddyl inh – CSN deneddylation inhibition; Purified CSN, SCF-Nedd8-OG deneddylation, fluorescence polarization; inhibition, % at 12.5 µM; actives 0.38% (n = 360,000); AID 651999;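 active = pattern-corrected inhibition above about 35%, with an unprinted fluorescence ratio check between 0.5 and 1.5, limit read from the data, passing the limit was not always enough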;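 also: 0% = enzyme with substrate and 100% = substrate without enzyme; some results filed as inactive read as strong as hits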
# Target sequence (Q92905 whole entry, looked up, one chain of several): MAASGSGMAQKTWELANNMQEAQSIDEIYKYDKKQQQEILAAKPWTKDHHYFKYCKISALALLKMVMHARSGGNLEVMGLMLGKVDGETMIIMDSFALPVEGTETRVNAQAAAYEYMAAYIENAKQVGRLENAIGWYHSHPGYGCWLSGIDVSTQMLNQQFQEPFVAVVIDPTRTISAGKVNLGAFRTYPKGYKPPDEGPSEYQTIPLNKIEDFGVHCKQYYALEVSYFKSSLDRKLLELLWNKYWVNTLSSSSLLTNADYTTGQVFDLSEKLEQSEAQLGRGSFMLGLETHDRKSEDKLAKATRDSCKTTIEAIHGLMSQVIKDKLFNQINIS
#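 Assay system: purified human Csn5 enzyme expressed in HEK293T cells; measure: % inhibition; also added: SCFSkp2-Nedd8OG substrate at 10 nM final; technique: fluorescence polarization; times: reaction 90 min, room temperature; medium: Tris buffer pH 7.5, NaCl, DTT, Tween-20, trehalose, ovalbumin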
# * = called active by the depositor; i = inactive; . = not tested or not shown; + = active, no number.
SMILES,TbMetRS inhib,STEP block,LMPTP block,NadD inh,MsrA inhibitor,DNMT1 inh,SUMO1-SIM PPI,Rpn11 inh,Scp-1 inhibitor,CSN deneddyl inh
S=C(NCCc1ccccc1)Nc1c(Cl)cccc1Cl,1.1,96*,1.0,-3,-0.1,1,-4,i,17,0
CCN(CCCNC(=O)CCc1nc(-c2ccc(C)cc2)no1)c1cccc(C)c1,-1.5,-2,2.2,-3,0.0,-5,-1,i,-10,2
Cc1cc(NC(=O)CCC(=O)N(c2ccc(F)cc2)C(C(=O)NC2CCCC2)c2ccc(C)o2)no1 (configuration not stated),-0.5,-1,-0.9,-4,0.5,0,-2,i,-12,7
COc1ccc(N2CCN(CC(=O)Nc3cccc(S(=O)(=O)N4CCOCC4)c3)CC2)cc1,-0.1,-1,-0.5,6,-1.1,-2,4,i,-2,-2
S=C(NCc1ccccc1)NC1CCCc2ccccc21 (configuration not stated),-0.4,0,2.5,-3,1.1,-4,2,i,-11,-3
O=C1CC(SCc2nc3ccccc3[nH]2)C(=O)N1c1cccc(F)c1 (configuration not stated),26*,2,1.8,-2,-0.9,-4,4,i,5,2
O=C(Nc1ccc(OC(F)(F)F)cc1)c1cnc2n(c1=O)CCS2,0.2,0,1.1,0,0.7,1,-2,i,-7,5
COc1ccc(N=C2S/C(=C\c3ccc(C)s3)C(=O)N2CC(C)C)cc1,-0.5,10,1.7,2,0.2,4,0,+,-8,2
COc1cc(S(=O)(=O)Nc2ncccc2C)c(OC)cc1Cl,-1.7,-1,-1.0,-1,0.2,25,-1,i,-3,4
OC[C@H]1OC(O)[C@H](O)[C@@H](O)[C@H]1O (some centres not stated),0.3,-2,0.7,3,-0.6,-2,1,i,-11,1
COCc1nc2ccccc2n1Cc1ccccc1Br,0.7,2,0.0,-4,0.7,-3,2,i,-4,4
O=C(CNC(=O)c1ccco1)NCC(=O)OCc1ccc(Cl)cc1,-1.3,6,-1.2,-1,-0.1,1,1,i,-4,-1
O=C(O)CCSc1nnnn1-c1ccccc1,-0.8,2,0.0,4,0.9,3,1,i,-4,0
CC(=O)OCC(=O)[C@@]12OC(C)(C)O[C@@H]1CC1C3C[C@H](F)C4=CC(=O)C=CC4(C)[C@@]3(F)C(O)CC12C (some centres not stated),-0.2,-4,-0.7,1,-0.8,-1,0,i,-11,-3
CCOC(=O)Nc1cc(C)ccc1OC,-0.2,3,0.5,5,0.6,-9,-2,i,-4,-8
CCCS(=O)(=O)NC(=O)C1(C)CCN(C(=O)c2cccnc2Oc2ccccc2)C1 (configuration not stated),-0.2,2,-2.7,-2,-0.8,-1,-6,i,.,3
CC1CCN(C(=S)c2cn(Cc3cccc(F)c3)c3ccccc23)CC1,-0.6,5,2.7,-2,0.8,0,-1,i,-1,2
C[C@H](CO)N1C[C@H](C)[C@H](CN(C)Cc2cccc(C(F)(F)F)c2)OCc2ccccc2-c2c(n(C)c3ccccc23)C1=O,-0.9,-4,-0.6,-3,2.5,5,-5,i,.,-6
CSc1nnc(CCNS(=O)(=O)c2ccc(Br)cc2)n1C,0.0,-3,-1.3,-3,2.8,-1,5,i,-7,3
Nc1cc(N2CCCCCC2)c2nonc2c1[N+](=O)[O-],-0.3,-6,0.7,-6,1.7,-1,-25,i,-13,-2
COc1ccccc1N/C(=N/S(=O)(=O)c1ccc(C)cc1)c1ccc(Cl)cc1,0.1,-1,2.3,-4,-0.3,-4,2,i,-23,5
Cc1c(Cl)cccc1NC(=S)N(CCN(C)C)C(C)c1ccco1 (configuration not stated),-1.2,5,0.4,-5,0.1,5,1,i,2,2
COc1cccc(C(c2cccc(OC)c2)c2ccccc2C(=O)O)c1,-0.4,-2,-0.1,-3,0.7,5,-1,i,-10,5
Cc1ccc(-n2ncc3c2CCCC3NC(=O)c2ocnc2C)cc1C (configuration not stated),-0.5,0,-2.1,-7,-1.1,0,3,i,1,-2
NC(=O)c1cccc(N=Cc2cc(Cl)cc(Cl)c2O)c1,-0.4,0,-0.6,2,0.9,4,-6,i,-6,1
Cc1cc(OCC(=O)OCC(=O)NCc2ccc3c(c2)OCO3)ccc1Cl,-0.1,2,1.7,-3,0.4,-8,3,i,-10,-1
COc1ccc(OCC(=O)N/N=C(\C)c2cccs2)cc1,0.3,3,-1.6,-4,-0.6,2,-8,i,-2,-2
Cc1nnc(SCCCCSc2nnc(C)c(=O)[nH]2)[nH]c1=O,-1.2,0,0.0,-4,-0.3,2,28,i,5,1
O=C(COC(=O)CCSc1ccccc1)Nc1ccccc1Br,0.0,-2,0.2,-10,1.4,1,1,i,-15,-2
CC(C)C(NC(=O)CNC(=O)OC(C)(C)C)C(=O)NCc1ccc(Cl)cc1 (configuration not stated),-0.3,-1,-0.4,-6,-0.2,-1,-5,i,-1,4
O=C1CC(C(=O)Nc2ncccn2)C(c2ccccc2)O1 (configuration not stated),0.4,-3,-1.2,-3,1.2,1,0,i,-7,5
CCOC(=O)Cc1csc(NC(=O)COc2ccccc2OC)n1,-1.1,-1,-0.6,-2,1.9,0,3,i,15,5
O=C(NCCN1CCOCC1)C1CCC(CNS(=O)(=O)c2ccc(Cl)cc2)CC1 (configuration not stated),-0.2,1,-0.3,-2,0.8,0,3,i,-3,-2
COC(=O)CCC(=O)OC1(C)C(=O)C=C2C=C(C3CC3)N(C3CC3)C=C2C1=O (configuration not stated),-0.2,0,-0.6,-1,1.3,-2,-15,i,-7,-8
C=CCNC(=S)Nc1sc2c(c1C(=O)OCC)CC(C(C)C)OC2 (configuration not stated),-0.2,2,2.1,-6,2.5,-4,2,i,-8,0
CSc1nsc(/C=C/Nc2ccc(Cl)cc2)c1C#N,0.0,7,1.9,15,-0.9,8,-1,+,-7,22
c1ccc(CNc2nc(-c3ccccc3)nc3ccccc23)cc1,-0.4,2,42,-2,0.4,-7,5,i,6,1
Cc1cc(=O)oc2cc(NC(=S)NNC(=O)c3c(Cl)cnn3C)ccc12,-0.5,13,3.1,1,2.7,-7,17,i,70*,0
CN(CC(=O)Nc1ccccc1Cl)C(=O)CCc1nc2ccccc2c(=O)[nH]1,-0.4,-4,-0.3,-2,0.9,3,4,i,3,3
COCC(=O)Nc1cc(C)cn(Cc2c(F)cccc2Cl)c1=O,0.1,-3,0.5,-2,0.4,46,3,i,-2,-3
CN(C)/C=C(\C#N)C(=O)c1cccc(Oc2ccc(Br)cc2)c1,0.8,2,0.1,-6,-0.3,0,-6,i,-11,-1
COc1ccc([N+](=O)[O-])cc1NC(=O)C1C2C=CC(C2)C1C(=O)O (configuration not stated),-1.4,-1,-1.9,1,-0.5,3,-21,i,6,4
O=C1c2ccccc2C(=O)N1CCOc1ccc(F)cc1,0.0,0,0.7,-4,1.7,4,-6,i,-8,1
O=c1[nH]c(=O)n(Cc2ccco2)c2c1C(C(F)(F)F)(C(F)(F)F)N=C(c1ccco1)N2,-1.1,2,-0.1,11,2.5,0,-3,i,-2,2
Cc1ccc(-c2noc(C3CCCN(S(=O)(=O)c4ccc5ccccc5c4)C3)n2)o1 (configuration not stated),-1.0,33,3.1,13,-0.5,-17,0,i,-4,3
COc1ccc2cc(C(=O)C3CCCN(Cc4cnc(C)s4)C3)ccc2c1 (configuration not stated),-0.3,4,2.0,-1,0.9,-3,-13,i,3,-3
CCN(CC)c1cc(C)c2cc(NC(=O)c3cccs3)ccc2n1,0.5,-2,1.9,-8,2.0,0,-2,i,-3,-4
Cc1nc(-c2noc(-c3ccc(Cl)cc3)n2)c(C(F)(F)F)o1,0.4,3,-0.5,-4,-0.5,-1,8,i,-7,0

# Arranged by heavy-atom count (descending): 10 of the compounds above.
SMILES,TbMetRS inhib,STEP block,LMPTP block,NadD inh,MsrA inhibitor,DNMT1 inh,SUMO1-SIM PPI,Rpn11 inh,Scp-1 inhibitor,CSN deneddyl inh
O=c1[nH]c(=O)n(Cc2ccco2)c2c1C(C(F)(F)F)(C(F)(F)F)N=C(c1ccco1)N2,-1.1,2,-0.1,11,2.5,0,-3,i,-2,2
Cc1ccc(-c2noc(C3CCCN(S(=O)(=O)c4ccc5ccccc5c4)C3)n2)o1 (configuration not stated),-1.0,33,3.1,13,-0.5,-17,0,i,-4,3
CN(CC(=O)Nc1ccccc1Cl)C(=O)CCc1nc2ccccc2c(=O)[nH]1,-0.4,-4,-0.3,-2,0.9,3,4,i,3,3
COc1ccc2cc(C(=O)C3CCCN(Cc4cnc(C)s4)C3)ccc2c1 (configuration not stated),-0.3,4,2.0,-1,0.9,-3,-13,i,3,-3
Cc1cc(=O)oc2cc(NC(=S)NNC(=O)c3c(Cl)cnn3C)ccc12,-0.5,13,3.1,1,2.7,-7,17,i,70*,0
C=CCNC(=S)Nc1sc2c(c1C(=O)OCC)CC(C(C)C)OC2 (configuration not stated),-0.2,2,2.1,-6,2.5,-4,2,i,-8,0
COCC(=O)Nc1cc(C)cn(Cc2c(F)cccc2Cl)c1=O,0.1,-3,0.5,-2,0.4,46,3,i,-2,-3
Cc1nc(-c2noc(-c3ccc(Cl)cc3)n2)c(C(F)(F)F)o1,0.4,3,-0.5,-4,-0.5,-1,8,i,-7,0
O=C1c2ccccc2C(=O)N1CCOc1ccc(F)cc1,0.0,0,0.7,-4,1.7,4,-6,i,-8,1
CSc1nsc(/C=C/Nc2ccc(Cl)cc2)c1C#N,0.0,7,1.9,15,-0.9,8,-1,+,-7,22

# The listing continues:
SMILES,TbMetRS inhib,STEP block,LMPTP block,NadD inh,MsrA inhibitor,DNMT1 inh,SUMO1-SIM PPI,Rpn11 inh,Scp-1 inhibitor,CSN deneddyl inh
Cc1ccc(SCC(=O)NC(=O)NC2CCCC2)c(C)c1,-0.5,8,-0.8,-6,-1.1,0,4,i,1,-6
CCOCc1c(C(=O)NCc2ccccc2CN2CCCC2)oc2ccccc12,-0.1,-2,0.6,5,-1.3,1,-1,i,-5,4
O=S(=O)(Nc1cccnc1Cl)c1ccc(-c2ccccc2)cc1,0.0,-1,1.9,5,-0.1,0,9,i,-9,2
CCOc1ccc(CCNS(=O)(=O)c2cnc[nH]2)cc1OCC,-0.6,0,0.3,2,-0.4,4,0,i,-10,0

# Individual results from the entries so far.
# Under CSN deneddyl inh, CCOc1ccc(CCNS(=O)(=O)c2cnc[nH]2)cc1OCC has the entry 0
# Under CSN deneddyl inh, Cc1ccc(SCC(=O)NC(=O)NC2CCCC2)c(C)c1 has the entry -6
